From PubChem
Casp1 inh: caspase-1 (human) inhibition, allosteric or competitive; 0.03% of 75,000 active; P29466; Potency, µM (highest dose often 57.5 µM), for the others: at the highest dose activity change, negative = inhibition, most hits filed as inhibitors; AID 900; Caspase-1 enzyme, Ac-WEHD-AFC fluorogenic rate;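 note: potency is the fitted concentration of half-maximal effect; plate controls were vehicle for no effect and no substrate for full effect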
Tau filament bind: tau filament binding; Potency, µM (highest dose often 57.1 µM), inactives show at the top dose activity change, negative = inhibition; 2% of 71,000 active; recombinant tau filaments, thioflavin S fluorescence, 15 h; filaments grown with octadecylsulfate alongside compound;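 note: potency is the fitted concentration of half-maximal effect; % is set by controls: 0 for no effect and ±100 for the full control effect; actives lower thioflavin S fluorescence by blocking filaments or displacing dye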
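Tau 2 uM in ThS buffer dispensed; compound added; 60 uM ODS added (finals 1 uM tau, 30 uM ODS); 15 h 37 C; fluor ex450/em510.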
BRCT inh red: inhibitors of human BRCA1 BRCT-phosphoprotein interaction (red fluorophore) | BRCT-phosphopeptide binding, red fluorescence polarization | Potency, µM (doses to about 76.9 µM), without a hit: at the highest dose activity change, negative = inhibition, most hits filed as inhibitors | 0.03% of 75,000 active; note: % is set by controls: 0 for no effect and ±100 for the full control effect
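Rhodamine-labelled pBACH1 10-mer (100 nM) bound to BRCT domain (100 nM) at pH 7.3; compounds incubated 12 min room temperature, polarization read. Free peptide defines full inhibition; unlabelled decapeptide titrated as control.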
BRCT PPI green: BRCA1 BRCT-phosphoprotein interaction inhibition. AID 875. Potency, µM (titrated, usually from 76.9 µM), for the others: at the highest dose activity change, negative = inhibition, usual class: inhibitors. BRCA1 BRCT-phosphopeptide binding, green fluorescence polarization. 0.05% of 75,000 active. P38398;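 note: potency is the fitted concentration of half-maximal effect; plate controls were peptide without protein for full effect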
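Fluorescence polarization: His-tagged BRCT (~35 kDa BRCA1 C-terminus, 250 nM) bound to 100 nM fluorescein-labeled phosphorylated 10-aa BACH1 peptide, pH 7.3 phosphate buffer with DTT and Tween 20. Compounds incubated 12 min at room temperature; inhibition read as lowered polarization.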
FLuc inh: firefly luciferase inhibition; purified firefly luciferase, luminescence, 8 min; 2.2% of 72,000 active; AID 411; Potency, µM (highest dose often 57.1 µM), for the others: top-dose activity change, negative = inhibition, actives largely listed as inhibitors; P08659; note: potency is the fitted concentration of half-maximal effect; % is set by controls: 0 for no effect and ±100 for the full control effect; nearly all actives have a fitted effect of over 40% in size
Target sequence (P08659 whole entry, looked up): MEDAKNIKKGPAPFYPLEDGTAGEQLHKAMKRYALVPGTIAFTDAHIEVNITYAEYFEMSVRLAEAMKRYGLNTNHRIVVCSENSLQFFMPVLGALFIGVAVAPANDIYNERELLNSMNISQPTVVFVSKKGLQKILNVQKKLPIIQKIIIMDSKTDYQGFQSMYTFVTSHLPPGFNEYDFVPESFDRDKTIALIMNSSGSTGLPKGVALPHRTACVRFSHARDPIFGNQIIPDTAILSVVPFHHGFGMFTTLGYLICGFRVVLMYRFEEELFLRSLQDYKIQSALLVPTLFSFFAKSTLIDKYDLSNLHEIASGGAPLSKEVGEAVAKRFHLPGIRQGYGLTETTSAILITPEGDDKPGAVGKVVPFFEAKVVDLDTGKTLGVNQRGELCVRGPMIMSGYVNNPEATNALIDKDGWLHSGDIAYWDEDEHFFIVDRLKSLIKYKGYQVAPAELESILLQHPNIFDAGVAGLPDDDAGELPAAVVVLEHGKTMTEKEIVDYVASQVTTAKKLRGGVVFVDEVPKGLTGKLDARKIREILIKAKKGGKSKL
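Firefly luciferase (PKLight detection mix) with 10 uM ATP in pH 7.2 imidazole buffer (KCl, MgCl2, Tween 20, BSA). Compounds tested across a concentration series (qHTS). Luminescence read after 8 min at ambient temperature.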
CRE Fsk mod: modulators of forskolin-stimulated CRE signaling in CHO cells | Potency, µM (series often up to 38.2 µM), for the others: top-dose activity change, negative = inhibition, actives largely listed as activators | CHO CRE-bla reporter (cAMP response element driving beta-lactamase), forskolin EC10, beta-lactamase ratio | AID 662 | 2.5% of 71,000 active; active = well fitted activation curve with a large enough effect in the signal ratio, with a control signal flat, not every such curve was filed as active; inconclusive = small, poorly fitted or top-dose-only effect, or effect the other way, or a change in a side signal; the % refers to the signal ratio; note: potency is the fitted concentration of half-maximal effect; % of control where 0% means no effect
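Modulation of forskolin signalling: compounds in titration series added with EC10 NKH 477 to CHO cells carrying a CRE-driven beta-lactamase reporter, 3 h, 37C. CCF4 FRET ratio (460/530 nm, ex 405 nm) gives %activity and AC50.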
A350 fluor: compounds fluorescent in Alexa 350 spectral region. Compound autofluorescence, 340/450 nm, Alexa 350 dye-equivalents; stronger effect = higher value. max dye-equivalent concentration, M. 11% of 59,000 active. AID 590; in the data active = max dye-equivalent concentration above about 10 nM; inconclusive = mostly about 1.1 nM to 9.6 nM
Caspase-7 inhib: blocks human caspase-7 allosterically or competitively; recombinant caspase-7, Ac-DEVD-AFC fluorescence rate; AID 889; P55210; Potency, µM (top dose mostly 57.5 µM), for the others: at the top dose activity change, negative = inhibition, usual class: inhibitors; 0.02% of 75,000 active; active = well fitted inhibition curve with a large enough effect in the main read-out, with a control signal flat, not every such curve was filed as active; inconclusive = small, poorly fitted or top-dose-only effect, or a change in a side signal; note: potency is the fitted concentration of half-maximal effect; % of control where 0% means no effect
Target sequence (P55210 24-198 limits assumed): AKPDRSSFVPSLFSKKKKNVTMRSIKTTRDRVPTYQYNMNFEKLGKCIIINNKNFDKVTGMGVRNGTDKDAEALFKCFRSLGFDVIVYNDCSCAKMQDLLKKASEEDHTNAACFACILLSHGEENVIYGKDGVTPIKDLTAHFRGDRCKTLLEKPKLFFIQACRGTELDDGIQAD
Target sequence (P55210 207-303 limits assumed): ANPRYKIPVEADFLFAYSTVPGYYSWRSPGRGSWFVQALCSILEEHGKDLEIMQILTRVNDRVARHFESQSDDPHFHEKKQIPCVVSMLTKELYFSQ
HEK293 cAMP ctrl: raises cAMP in parental HEK293 cells, TSHR agonist counter-screen | parental HEK293 CNG cAMP sensor, membrane potential fluorescence | Potency, µM (doses to about 57.1 µM), inactives show at the highest dose activation, hits mostly activators | 2.5% of 73,000 active | AID 938; note: potency is the fitted concentration of half-maximal effect; % of control where 0% means no effect; nearly all actives have a fitted effect of over 55% in size
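Counterscreen for endogenous-receptor signalling: CNG-channel HEK 293 cells report cAMP rise by membrane depolarization. After 60 min dye equilibration with 100 uM RO 20-1724, compounds incubated 30 min before bottom-read fluorescence at 590 nm.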
USP2a inhib: inhibitors of human ubiquitin-specific protease USP2a | O75604 | USP2a enzymatic assay, qHTS inhibition | Potency, µM (top dose mostly 38.3 µM), without a hit: at the top dose activity change, negative = inhibition, actives largely listed as inhibitors | 0.1% of 60,000 active | AID 927;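 note: potency is the fitted concentration of half-maximal effect; nearly all actives have a fitted effect of over 60% in size; plate controls were DMSO for no effect and NEM full inhibition control for full effect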
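USP2 core (20 nM final) was preincubated with compound for 30 min at RT in 20 mM Tris-HCl pH 8.0, 2 mM CaCl2, 2 mM beta-mercaptoethanol; Ub-PLA2 (20 nM) plus NBD C6-HPC (20 uM) then added, fluorescence read after 2.5 h.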
ERK AVP inh: inhibitors of vasopressin-stimulated ERK signaling pathway; HEK293-V1b, vasopressin-stimulated pERK AlphaScreen; AID 995; Potency, µM (titrated, usually from 57.5 µM), for the others: top-dose activity, negative = inhibition, hits mostly inhibitors; 0.99% of 72,000 active; note: potency is the fitted concentration of half-maximal effect; % is set by controls: 0 for no effect and ±100 for the full control effect; nearly all actives have a fitted effect of over 55% in size
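Overnight-seeded V1b-HEK293 cells in 1% FBS got compound, then vasopressin (25 nM final, 5 min, 37C), then lysis buffer. AlphaScreen detection of phospho-ERK; activity normalized to basal and full-stimulation controls.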
* = called active by the depositor; i = inactive; u = inconclusive; x = no result given; [ ] = dose if it differs, or a comment. Unless noted, calls come from the whole dose curve; as a rule, active = well fitted curve in the direction sought with a large enough effect; inconclusive = small, poorly fitted or top-dose-only effect, or another doubt; inactive = no such curve, though single readings can be large; an effect the other way counts as inactive or inconclusive.

| molecule | A350 fluor | Tau filament bind | BRCT PPI green | BRCT inh red | ERK AVP inh | Casp1 inh | FLuc inh | Caspase-7 inhib | CRE Fsk mod | USP2a inhib | HEK293 cAMP ctrl |
| --- | --- | --- | --- | --- | --- | --- | --- | --- | --- | --- | --- |
| c1ccc(CCn2nnnc2CN2CCN(C3CCCC3)CC2)cc1 | i | -2.2% | -0.7% | -0.6% | -13.5% | -0.6% | 1.3% | -1.2% | -3.6% | -1.2% | u |
| O=C(CCOc1ccccc1)NCC(c1ccco1)N1CCCCC1 (stereo unspecified) | 2.38e-08M* | 5.3% | 0.3% | 0.3% | 19.5% | 0.2% | 5.1% | 6.0% | -10.2% | -4.1% | 7.1% |
| CC1(C)CC[C@]2(C)CC[C@@]3(C)C(=CCC4[C@@]5(C)CCC(O)C(C)(C)C5CC[C@@]43C)C2C1 (stereo partly specified) | x | x | -0.3%[3.08 µM] | 1.0% | -9.6% | 1.7% | x | 1.1% | x | 39.3%[activator] | x |
| COc1ccc(OC)c(NS(=O)(=O)c2ccc(Cl)s2)c1 | i | -6.8% | -0.2% | -2.2% | 14.5% | -0.2% | -0.7% | -0.1% | -2.0% | 6.9% | 14.9% |
| O=C(Nc1nc(-c2cccs2)cs1)c1ccc(S(=O)(=O)N2CCCCC2)cc1 | x | 301.5% | 0.7% | -3.1% | x | -13.7% | 1.7% | -18.2% | u | x | 20.4% |
| Cc1c(C(=O)NCC2CCCO2)sc2nc(-c3ccc(F)cc3)cn12 (stereo unspecified) | x | 32.9% | -2.6% | 0.0% | x | -5.8% | -20.0% | -2.3% | 12.6µM* | x | u |
| O=C(O)C1CC(=O)N(CCC23CC4CC(CC(C4)C2)C3)C(=Nc2ccccc2)S1 (stereo unspecified) | x | x | -1.5% | -0.1% | x | -14.1% | x | u | x | x | 3.3% |
| CCCCn1c(=O)n(CC(O)c2ccccc2)c(=O)c2c1ncn2C1CCCC1 (stereo unspecified) | u | 3.8% | 1.2% | -0.1% | 6.3% | 0.3% | 1.8% | 7.9% | u | 1.6% | -3.6% |
| CCCCc1ccc(NC(=O)C2CCN(S(C)(=O)=O)CC2)cc1 | i | 2.5% | -3.4% | 0.4% | u | 0.3% | -3.3% | -0.3% | -7.3% | -6.2% | 5.5% |
| COc1ccc(C)cc1N(CC(=O)NC1CCCC1)C(=O)CCC(=O)Nc1cc(C)on1 | i | 4.3% | -0.3% | 1.8% | 3.7% | 1.4% | 2.9% | -0.5% | 6.4% | 6.4% | 3.2% |
| CC(C)Cn1c(SC(C)C(=O)Nc2ccc3c(c2)OCCO3)nc2ccccc2c1=O (stereo unspecified) | i | 9.6% | 0.7% | -0.1% | 4.0% | -3.7% | 0.3% | 0.2% | u | 7.2% | u |
| O=C(NC1CCCC1)c1ccc(CS(=O)(=O)c2ccc(Br)cc2)o1 | x | u | 0.6% | 0.0% | -11.7% | 0.3% | 1.7% | 0.2% | -3.9% | x | 7.4% |
| CCOc1ccc(N(CC(=O)O)S(=O)(=O)c2cccnc2)cc1 | x | -8.4% | -0.5% | -2.3% | x | -2.1% | 2.2% | 0.7% | -7.2% | x | 3.7% |
| CC(C)c1nc(-c2ccccn2)no1 | i | -2.2% | -0.2% | 0.1% | -18.6% | -1.8% | -1.3% | -0.3% | 1.9% | 1.7% | 5.5% |
| Nc1nc(Cl)nc2c1ncn2[C@@H]1O[C@@H](CO)[C@@H](O)[C@H]1O | i | 6.2% | -2.9% | -0.8% | 12.6µM* | -2.8% | -0.1% | -0.5% | u | -5.2% | 7.94µM* |
| CCc1ccccc1NC(=O)N1C2CCCC1CC(NC(=O)C(C)(C)C)C2 (stereo unspecified) | i | 3.9% | -1.7% | -3.5% | -6.3% | -2.7% | 1.9% | 0.0% | 2.4% | 0.3% | u |
| O=C(CSc1nnc(NC(=O)c2ccco2)s1)NC1CCCC1 | i | 0.3% | -0.5% | 0.1% | 2.5% | 1.5% | -0.9% | 1.8% | -17.4% | 5.5% | 12.5% |
| Oc1cnc2ccccc2c1CN1CCOCC1 | 2.21e-07M* | -3.1% | 1.4% | 0.5% | u | -10.7% | -2.6% | -5.5% | -3.9% | -10.7% | 4.9% |
| N#Cc1cc2ccccc2nc1SCc1ccccn1 | u | -16.9% | 10.1% | -2.8% | -6.8% | -6.0% | u | -4.8% | u | 6.6% | u |
| O=c1c2cc(O)c(O)cc2oc2cc(O)c(C3OC(CO)C(O)C(O)C3O)c(O)c12 (stereo unspecified) | x | x | -1.8%[3.08 µM] | 1.8% | -9.2% | u | x | u | x | 1.7% | x |

Next section (3 carried over from the part before).
| molecule | A350 fluor | Tau filament bind | BRCT PPI green | BRCT inh red | ERK AVP inh | Casp1 inh | FLuc inh | Caspase-7 inhib | CRE Fsk mod | USP2a inhib | HEK293 cAMP ctrl |
| --- | --- | --- | --- | --- | --- | --- | --- | --- | --- | --- | --- |
| Oc1cnc2ccccc2c1CN1CCOCC1 | 2.21e-07M* | -3.1% | 1.4% | 0.5% | u | -10.7% | -2.6% | -5.5% | -3.9% | -10.7% | 4.9% |
| N#Cc1cc2ccccc2nc1SCc1ccccn1 | u | -16.9% | 10.1% | -2.8% | -6.8% | -6.0% | u | -4.8% | u | 6.6% | u |
| O=c1c2cc(O)c(O)cc2oc2cc(O)c(C3OC(CO)C(O)C(O)C3O)c(O)c12 (stereo unspecified) | x | x | -1.8%[3.08 µM] | 1.8% | -9.2% | u | x | u | x | 1.7% | x |
| COc1cccc(C(=O)Cn2c(=N)n(C)c3ccccc32)c1 | i | -24.6% | 1.2% | 0.4% | -4.6% | 1.1% | 1.26µM* | -5.1% | 13.6% | 5.0% | 16.8% |
| O=C(O)c1ccccc1OP(=O)(O)O | i | 5.2%[25.6 µM] | 0.4%[3.08 µM] | 0.1% | 1.9% | 0.0% | -1.7%[25.5 µM] | 1.4% | -3.2%[17.1 µM] | 19.1% | -1.6%[25.6 µM] |
| CC(=O)Nc1ccc(NC(=O)C2CC(=O)N(c3cccc(C)c3C)C2)cc1 (stereo unspecified) | x | 0.1% | -0.4% | 0.5% | -20.1% | 1.3% | 2.0% | -0.5% | -5.7% | 0.4% | 12.7% |
| COc1cccc(S(=O)(=O)Nc2ccc(C(=O)NCc3ccco3)cc2)c1 | i | 2.0% | -0.8% | -0.8% | -26.7% | -2.0% | -0.7% | -0.1% | -1.3% | 13.6% | -5.3% |
| CN(C)S(=O)(=O)c1ccc(S(=O)(=O)Nc2ccc3c(c2)oc2ccccc23)cc1 | i | 35.2% | 1.4% | -1.1% | u | -2.2% | 2.2% | -1.7% | -11.2% | x | u |
| Cc1n[nH]c(=O)nc1NC1CCCCC1 | i | -6.2% | 0.3% | 1.4% | -4.1% | 0.3% | 0.8% | -0.9% | -3.3% | -4.2% | 7.5% |
| Cc1ccc(C2Nc3ccccc3-c3nc4ccccc4n32)o1 (stereo unspecified) | 1.61e-06M* | -1.7% | -0.3% | -0.6% | -9.1% | -12.9% | 12.6µM* | -10.4% | u | 15.3% | 20µM* |
| COC(=O)c1ccc(C(NC(=O)OCc2ccccc2)/C(=C/[C@@H](C)C(=O)NCc2ccc(S(C)(=O)=O)cc2)c2cccnc2)cc1 (stereo partly specified) | x | 1.5% | -0.8% | 1.1% | -11.5% | -2.6% | x | -0.1% | -6.2% | x | 6.6% |
| CCCc1c(C)c2cccc(C)c2[nH]c1=O | x | 7.4% | -1.8% | -6.5% | -27.4% | 0.1% | -10.5% | -0.5% | 28.5% | 2.6% | u |
| Cc1cccc(NC(=O)c2cnc3ccccn3c2=O)c1 | x | -6.9% | -0.6% | 1.3% | x | -1.7% | -0.1% | 0.6% | -9.9% | x | 26.5% |
| CCOCCNC(=O)c1ccccc1C(=O)NCCOCC | i | 6.0% | -2.2% | 0.3% | -11.3% | 1.1% | 3.3% | 0.6% | 0.5% | 0.2% | 3.3% |
| CN1CC[C@@]2(CCCN(C(=O)c3cccc(F)c3)C2)C1 | i | -0.2% | 0.1% | 1.5% | 4.1% | -3.4% | -0.1%[11.4 µM] | -1.2% | 2.2% | 19.9% | 3.0% |
| N#Cc1ccc(CN2CCC3(CC2)CCN(C(=O)c2cnccn2)CC3)cc1 | i | 7.6% | -0.8% | -0.7% | -14.6% | -6.2% | 1.5%[11.4 µM] | 1.2% | -9.6% | 12.7% | u |
| NC(=O)C1(N2CCCCC2)CCN(C(=O)CSc2nc3ccccc3s2)CC1 | i | -1.9% | -2.8% | -0.7% | -21.6% | 0.6% | 0.3% | 0.3% | -6.9% | 11.0% | 9.2% |
| COc1ccc(-c2nc(N3CCCC3)nc3nn4c(C)cc(C)nc4c23)cc1 | 3.77e-08M* | 19.4% | 1.0% | 0.0% | 12.8% | -6.4% | 1.2% | -5.4% | 8.5% | 9.8% | 9.0% |
